Screens deposited in PubChem BioAssay by National Center for Advancing Translational Sciences (NCATS).
HEK293 tox: cytotoxicity in counter-screen for GLP-1R inverse agonists | HEK293 cAMP-luciferase reporter cells, luminescence, 24 h | 410,000 tested, 0.13% active | Potency, µM (top dose mostly 38.3 µM), without a hit: at the highest dose activity change, negative = inhibition, actives largely listed as inhibitors;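 also: loss of luciferase light is scored as toxicity; potency is read from the fitted curve at half-maximal effect; % is scaled to controls: 0 for no effect and ±100 for the full control effect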
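Here, cytotoxicity is scored as loss of luminescence. The MLSMR collection was tested on cells seeded in medium containing 10% Nu serum, with a 24 hr compound exposure preceded by 12 hours of culture.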
PTHR1 ag: PTHR1 (human) receptor agonism; Q03431; HEK293 GP2 PTHR1 cells, GloSensor cAMP luminescence, 1 h; Potency, µM (doses to about 115 µM), for the others: top-dose activation, hits mostly activators; 410,000 tested, 0.075% active; AID 743266; also: potency is read from the fitted curve at half-maximal effect; nearly all actives have a fitted effect of over 55% in size; some results filed as inactive show a strong effect at the top dose; inactives centre near -15; many of its hits are not listed in these tables
Target sequence (Q03431 whole entry, looked up): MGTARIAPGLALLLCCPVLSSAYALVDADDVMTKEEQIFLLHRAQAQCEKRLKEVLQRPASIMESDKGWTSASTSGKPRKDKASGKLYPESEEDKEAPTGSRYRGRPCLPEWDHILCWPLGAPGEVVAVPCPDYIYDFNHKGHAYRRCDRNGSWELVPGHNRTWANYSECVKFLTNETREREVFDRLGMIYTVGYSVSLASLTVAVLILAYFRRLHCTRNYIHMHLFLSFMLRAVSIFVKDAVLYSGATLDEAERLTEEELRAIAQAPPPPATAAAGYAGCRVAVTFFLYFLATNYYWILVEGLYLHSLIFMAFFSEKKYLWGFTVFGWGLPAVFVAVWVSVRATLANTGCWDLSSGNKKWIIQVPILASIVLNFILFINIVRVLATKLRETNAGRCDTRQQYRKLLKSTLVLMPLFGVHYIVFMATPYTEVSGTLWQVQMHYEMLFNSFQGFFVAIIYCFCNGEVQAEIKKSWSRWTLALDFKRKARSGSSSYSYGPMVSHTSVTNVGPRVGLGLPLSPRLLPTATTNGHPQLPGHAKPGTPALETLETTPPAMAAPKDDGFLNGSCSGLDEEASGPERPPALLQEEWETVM
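HEK-293-derived GP2 cells expressing PTHR1 and a GloSensor cAMP reporter, 3,000/well, plated overnight, given luciferin plus IBMX (each 0.5 mM as added) for 1 h at 37 °C, then compound for 1 h at 37 °C. Luminescence was read after 15 min at room temperature.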
TDP-43 yeast inh: rescues yeast growth from TDP-43 toxicity; AID 652104; Potency, µM (series often up to 46.1 µM), for the others: at the top dose growth rescue (activation), hits mostly activators; TDP-43 expressing yeast growth rescue, BacTiter-Glo, 24 h; 410,000 tested, 1.8% active; also: potency is read from the fitted curve at half-maximal effect; % of control where 0% means no effect; nearly all actives have a fitted effect of over 50% in size
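Readout is BacTiter-Glo luminescence of cell growth, so inhibitors register as activators. TDP-43-expressing yeast at OD600=0.02 in galactose medium, after raffinose pregrowth to mid-log, were incubated with compound for 24 hr at 30 deg C.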
KB-V1 cytotox: kills drug-selected multidrug resistant KB-V1 cells; Potency, µM (doses to about 46.1 µM), inactives show top-dose activity change, negative = cytotoxicity, hits mostly cytotoxic; KB-V1 MDR cells viability, CellTiter-Glo, 72 h; 400,000 tested, 3.4% active; also: potency is read from the fitted curve at half-maximal effect; % is scaled to controls: 0 for no effect and ±100 for the full control effect; nearly all actives have a fitted effect of over 60% in size
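KB-V1 cells (P-gp-expressing MDR subline of KB-3-1) in phenol-red-free DMEM with 10% FBS were exposed to library compounds over a concentration series for 72 h at 37 degrees C. Viability read by CellTiter-Glo luminescence; concentration-effect curves fitted after normalization.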
D3 antag: antagonists of human D3 dopamine receptor; AID 652054; P35462; 360,000 tested, 2.5% active; max response, negative = inhibition, %; D3R cells, DiscoveRx beta-arrestin luminescence, antagonist mode; stronger effect = lower value; in the data active = max response below about -50%; inconclusive = no clear call, values can overlap the other calls; also: % is scaled to controls: 0 for no effect and ±100 for the full control effect; mostly tested at two doses, the higher about 12 µM
Target sequence (P35462 whole entry, looked up): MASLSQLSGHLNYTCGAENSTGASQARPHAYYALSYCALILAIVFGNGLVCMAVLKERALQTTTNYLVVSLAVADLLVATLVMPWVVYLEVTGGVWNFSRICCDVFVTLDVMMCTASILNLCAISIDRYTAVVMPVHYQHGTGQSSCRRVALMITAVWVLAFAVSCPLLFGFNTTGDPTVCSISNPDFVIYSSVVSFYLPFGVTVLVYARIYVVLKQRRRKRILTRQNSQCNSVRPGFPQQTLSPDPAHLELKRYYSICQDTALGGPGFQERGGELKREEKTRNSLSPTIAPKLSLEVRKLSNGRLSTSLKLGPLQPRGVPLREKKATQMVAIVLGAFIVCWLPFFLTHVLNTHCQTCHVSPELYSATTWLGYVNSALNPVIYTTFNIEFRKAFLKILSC
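Cells plated overnight at 1500 cells/well, then exposed to library compounds with dopamine controls for 90 minutes at 37 degrees C. DiscoveRx reagent added for 30–60 minutes at room temperature; luminescence read, quantitative HTS format.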
GLP-1R agonist: GLP-1 receptor (human) agonism; HEK293 GLP-1R CRE-luciferase, luminescence, 4-6 h; cells express a hypersensitive GLP-1R form; 380,000 tested, 0.007% active; AID 624172; Potency, µM (doses to about 45.6 µM), inactives show at the highest dose activation, hits mostly activators; also: potency is read from the fitted curve at half-maximal effect; % of control where 0% means no effect
GLP-1R inv ag: inverse agonists of human GLP-1 receptor; 410,000 tested, 1.6% active; Potency, µM (top dose mostly 38.3 µM), for inactives: at the top dose activity change, negative = inhibition, hits mostly inhibitors; HEK293 GLP-1R CRE-luciferase, luminescence, 24 h; GLP-1R form is constitutively active; P43220; also: potency is read from the fitted curve at half-maximal effect; % is scaled to controls: 0 for no effect and ±100 for the full control effect; nearly all actives have a fitted effect of over 55% in size
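Cells are plated, allowed 12 hours at 37 deg C, then treated with compounds for 24 hr before luciferase detection reagent is added and luminescence is read after 12 min at room temperature. The HEK293 line carries constitutively active GLP-1R with a cAMP-responsive reporter.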
D3 ag: agonists of human D3 dopamine receptor; max activation, %; AID 652048; P35462; 410,000 tested, 0.58% active; D3R DiscoveRx beta-arrestin cells, luminescence, 90 min; in the data active = max activation above about 30%; also: 0% is about no effect; mostly tested at two doses, the higher about 12 µM
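Agonist-mode cell screen: cells plated at 1500/well and incubated overnight at 37 °C, then exposed to library compounds for 90 min at 37 °C. Detection reagent was added for 30–60 min at room temperature, and luminescence was read.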
aSyn rescue: alpha-synuclein toxicity inhibition in yeast; Yeast expressing alpha-synuclein, growth rescue, BacTiter-Glo, 24 h; Potency, µM (doses to about 46.1 µM), for inactives: at the top dose growth rescue (activation), most hits filed as activators; 370,000 tested, 0.14% active; also: potency is read from the fitted curve at half-maximal effect; % of control where 0% means no effect; nearly all actives have a fitted effect of over 65% in size
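Galactose-induced alpha-syn yeast (OD600=0.02, raffinose-pregrown) + pinned cpd, 24 hr, 30 deg C; growth by BacTiter-Glo luminescence. Growth restoration scores as activation.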
An asterisk follows results filed as active; i = inactive; ? = inconclusive; · = no result given; [ ] = dose if it differs, or a comment. Unless noted, calls follow the shape of the dose curve; as a rule, active = well fitted curve in the direction sought with a large enough effect; inconclusive = small, poorly fitted or top-dose-only effect, or another doubt; inactive = no such curve, though single readings can be large; an effect the other way counts as inactive or inconclusive. The list is partial, so the mix of outcomes need not match the whole.

entry	SMILES	HEK293 tox	PTHR1 ag	TDP-43 yeast inh	KB-V1 cytotox	D3 antag	GLP-1R agonist	GLP-1R inv ag	D3 ag	aSyn rescue
1	CCNC(=O)NC(=O)CSc1ccc(S(=O)(=O)N(C)C2CCCCC2)cn1	-21%	i	-13%	21µM*	0	0%	-10%	-8	2%
2	COc1ccc(CCNC(=O)CSc2ccc3nnc(CCNC(=O)c4ccccc4)n3n2)cc1OC	4%	9%	-16%	·	-20	-1%	4%	-19	-3%
3	O=C1C2C(c3ccccc3)CC=CC2[C@H](c2ccoc2)N1Cc1ccccc1 (stereo partly specified)	11%	-68%[inhibitor]	?	-5%	-22	1%	?	-8	17%
4	Nc1c(S(=O)(=O)c2ccccc2)c2nc3ccccc3nc2n1/N=C/c1ccco1	10%	i	5%	?	-21	-16%	7%	4	9%
5	Cc1ccccc1NC(=O)c1[nH]cnc1C(=O)NN	1%	i	9%	10%	-5	11%	24%	-4	-14%
6	CC(C)c1ccccc1-n1c(-c2cccnc2)n[nH]c1=S	-11%[7.66 µM]	-23%	19%	-20%	-9	1%	-16%[7.66 µM]	-3	-9%
7	CCN(CC)c1ccc(NC(=O)C2CCCN(S(=O)(=O)c3cccnc3)C2)c(C)c1 (stereo unspecified)	3%	-43%[inhibitor]	1%	-20%	-28	5%	?	-5	-10%
8	COCCNc1cc(NCCOC)c([N+](=O)[O-])cc1[N+](=O)[O-]	-1%	i	2%	0%	0	2%	-3%	-3	7%
9	CC1(C)CC(=O)C(C(c2cccc([N+](=O)[O-])c2)C2C(=O)CC(C)(C)CC2=O)C(=O)C1	-2%	i	8%	8%	-11	-2%	-8%	-7	15%
10	COc1ccc(CN2C(=O)C(C)Nc3ncnc(N4CCOCC4)c32)cc1 (stereo unspecified)	-2%	2%	14%	18µM*	-1	15%	?	-5	8%
11	COc1cccc(-n2c(=O)n(Cc3ccccc3)c(=O)c3[nH]cnc32)c1C	-31%	i	-27%	-6%	-10	11%	24%	-7	-2%
12	Cc1cccc(C)c1NC(=O)N1C2CCC1CC(O)(c1cccnc1)C2 (stereo unspecified)	-3%[0.307 µM]	-54%[inhibitor]	-11%	-4%	1	1%	0%[0.307 µM]	-1	1%
13	COc1cc(NC(=O)Cn2cnc(S(=O)(=O)N3CCC(C)CC3)c2)cc(OC)c1OC	-2%	-16%	-8%	17%	1	5%	-7%	3	2%
14	O=C(CSC1=Nc2ccccc2C2=NC(c3ccccc3)C(=O)N12)NCC1CCCO1 (stereo unspecified)	-9%	-5%[57.5 µM]	9%	7%	-67*	2%	7%	-5	3%
15	CCCC1NC(=O)c2cccnc2-n2c1nc1ccccc1c2=O (stereo unspecified)	-1%	-10%	14%	4%	14	-1%	14%	7	-4%
16	C=CCNC(=O)c1ccc2nc(-c3ccccc3)c(-c3ccccc3)nc2c1	-22%	-7%	?	-30%	5	8%	?	0	-8%
17	COc1ccc(NC(=O)CCCc2nnc3n(C(C)C)c(=O)c4sccc4n23)cc1Cl	-3%	29%	12%	·	·	·	12%	7	·
18	COCCn1c(-c2ccc(Cl)cc2)nc2oc3cc(OC)ccc3c(=O)c2c1=O	2%	0%	11%	3%	-1	-3%	18%	1	12%
19	COc1ccc(S(=O)(=O)Nc2cc3[nH]c(=O)oc3cc2C)cc1	-26%	i	-1%	-1%	-7	-1%	?	2	0%
20	COc1cccc(C(NC(C)=O)c2nc(-c3cccc(C(C)C)c3)cs2)c1 (stereo unspecified)	3%	-15%	?	0%	26	25%	?	8	?
21	C/C(=N/NC(=O)c1cccs1)c1cccc(N)c1	6%	-8%	-17%[0.397 µM]	29%	-15	12%	97%[activator]	-6	1%
22	COc1ccc(OC)c(N=C2C(=O)Nc3ccccc32)c1	4%	i	13%	1%	-8	-4%	0%	-7	-8%
23	COc1ccc(NC(=O)C2CCC(=O)N2S(=O)(=O)c2ccc(C)cc2)cc1Cl (stereo unspecified)	-4%	i	-4%	-20%	?	20%	37%[activator]	-21	5%
24	O=C(O)c1cccc(NC(=O)C2CCCO2)c1 (stereo unspecified)	5%	8%	-15%	19%	10	7%	0%	12	-6%
25	CCOC(=O)c1c(CC(C)C)csc1NC(=O)COC(=O)C1=NNC(=O)CC1	3%	-24%	?	?	3	16%	5%	4	14%

Next part; it opens with the three that closed the last part.
entry	SMILES	HEK293 tox	PTHR1 ag	TDP-43 yeast inh	KB-V1 cytotox	D3 antag	GLP-1R agonist	GLP-1R inv ag	D3 ag	aSyn rescue
23	COc1ccc(NC(=O)C2CCC(=O)N2S(=O)(=O)c2ccc(C)cc2)cc1Cl (stereo unspecified)	-4%	i	-4%	-20%	?	20%	37%[activator]	-21	5%
24	O=C(O)c1cccc(NC(=O)C2CCCO2)c1 (stereo unspecified)	5%	8%	-15%	19%	10	7%	0%	12	-6%
25	CCOC(=O)c1c(CC(C)C)csc1NC(=O)COC(=O)C1=NNC(=O)CC1	3%	-24%	?	?	3	16%	5%	4	14%
26	Nn1c(CN2CCCCC2)nc2ccccc2c1=O	-9%	-3%[57.5 µM]	-11%	8%	-91*	-5%	-5%	-12	2%
27	O=C(Nc1nc2ccccc2s1)c1cccc(N2C(=O)CCC2=O)c1	0%	-27%	18%	-3%	3	1%	1%	6	4%
28	C/C(=N\NC(=O)c1ccc2c(c1)OCCO2)c1ccccc1	9%	-21%	-27%	0%	11	-2%	?	7	0%
29	COc1ccc(NC(=O)N2CCCC2C(=O)Nc2ccc(C)c(Cl)c2)cc1 (stereo unspecified)	4%	i	17%	4%	-9	0%	4%	-2	4%
30	Cc1ccc([C@H]2N[C@]3(CCCN(Cc4ccc(Br)cc4)C3=O)[C@H]3C(=O)N(Cc4ccccc4)C(=O)[C@@H]23)cc1	1%	-16%	7%	-3%	-22	-3%	?	-10	1%
31	O=C(CN1C(=O)NC2(CCCC2)C1=O)NNC(=O)c1ccc(Br)cc1	-11%	i	18%	4%	-6	-13%	14%	2	0%
32	COc1cccc(/C=C/C(=O)OCC(=O)NC(=O)NC2CCCC2)c1	5%	i	16%	-2%	1	-5%	-16%	-3	1%
33	COc1ccc(C2(C(=O)Nc3ccc(C)cc3)CCOCC2)cc1	-6%	-1%	10%	?	3	7%	5%	2	-2%
34	Cc1ccc(OCCN(C)C)c([N+](=O)[O-])c1	24%	i	13%	-24%	0	-3%	-22%	-10	1%
35	Cc1cc(C(F)F)n2nc(C(=O)Nc3c(C)cccc3C)nc2n1	-1%	-8%	23%	8%	·	1%	7%	3	·
36	Cc1ccc(S(=O)(=O)N(C)C)cc1NC(=O)/C=C/c1cccs1	-16%	i	-29%	15µM*	-18	0%	0%	-3	1%
37	CC1(C)CC(=O)c2cc(-c3nc(-c4ccc(Cl)cc4)cs3)c(=O)n(-c3cccc(F)c3)c2C1	1%	22%	10%	-2%	·	·	-25%	-8	·
38	S=C(NCCCN1CCOCC1)Nc1ccc(N2CCOCC2)cc1	-1%	-10%	-2%	?	-17	-2%	-5%	-3	-3%
39	CCCCn1c2nc3ccccc3nc2c2c(=N)oc(C)nc21	1%	-17%	-9%	5%	4	-5%	56%[activator]	18	-7%
40	NC(=O)Cn1cc(/C=N\NS(=O)(=O)c2cccc([N+](=O)[O-])c2)c2ccccc21	-2%	i	11%	-3%	-24	1%	10%	-6	-5%
41	O=C(C1=C(O)C(=O)N(CC2CCCO2)C1c1ccccc1[N+](=O)[O-])c1ccco1 (stereo unspecified)	-2%	i	-14%	14%	-1	2%	1%	1	5%
42	Cc1cc(=O)[nH]c(SCC(=O)NCc2ccc3c(c2)OCO3)n1	2%	-13%	-21%	-8%	-14	7%	?	-5	-7%
43	CC(C)OC(=O)/C(=C\c1ccccc1)NC(=O)c1ccccc1	-2%	i	24%	-3%	17	20%	-21%	0	0%
44	O=C(Nc1ccc2nc(SCC(=O)N3CCc4ccccc43)sc2c1)c1ccc(F)cc1	-10%	i	-8%	·	·	·	9%	-3	·
45	Cc1cccc(OCC(=O)NCc2ccncc2)c1C	3%	-25%	6%	-19%	3	3%	15%	1	-2%
46	Cc1ccc(Cl)cc1N1CCN(C(=O)c2ccc(C)c(-n3c(C)nc4cccnc43)c2)CC1	-13%	-35%[inhibitor]	7%	-24%	·	·	?	-7	·
47	O=C(COC(=O)c1ncc(Cl)c(Cl)c1Cl)NCc1ccccc1	-11%	-16%	19%	5%	8	-1%	9%	6	-6%
48	Cn1cc(S(=O)(=O)NCc2ccco2)c(=O)n(C)c1=O	-1%	-23%	14%	19%	20	-5%	2%	4	1%
49	c1ccc(N=C(c2cccs2)N2CCOCC2)cc1	8%	i	17%	3%	-16	-3%	-2%	-3	-3%
50	O=C(COC(=O)c1ccc(NC(=O)C2CC=CCC2C(=O)O)cc1)c1ccccc1 (stereo unspecified)	-7%	-15%	-6%	0%	27	-6%	5%	0	9%
51	c1ccc(-c2csc3ncn4cnnc4c23)cc1	4%	i	?	0%	-13	21%	0%	7	6%
52	CN(Cc1ccc(Cl)cc1Cl)C(=O)CNC(=O)c1ccco1	-4%	i	30%	0%	-2	0%	17%	2	7%
53	O=C(O)CCN1C(=O)c2ccc(NC(=O)Cc3ccc(Cl)cc3)cc2C1=O	-1%	-2%	4%	0%	3	-2%	6%	-9	-9%
54	Cc1c(C)n(CC(O)CN2CCCCC2)c2ccccc12 (stereo unspecified)	-17%	-5%	-3%	-3%	?	0%	?	-10	1%
55	Fc1cccc(-c2ncc(-c3ccccc3)o2)c1	2%	24%	0%	-4%	-22	0%	5%	-8	-14%
